Apoferritin bind: binds horse apoferritin like a general anesthetic. hit rate 0.074% among 350,000. Potency, µM (top dose mostly 77.5 µM), inactives show top-dose activity change, negative = displacement, hits mostly inhibitors. apoferritin/1-aminoanthracene competitive binding, fluorescence. P02791. AID 485281; note: potency is the fitted concentration of half-maximal effect; % is set by controls: 0 for no effect and ±100 for the full control effect; nearly all actives have a fitted effect of over 20% in size
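Steps: apoferritin (10 uM) was premixed with half-saturated 1-AMA in PBS, compounds were pin-transferred, plates stood 10 min at room temperature, fluorescence was read at 380/535 nm, and curves were fitted with a Hill equation.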
POLB inh: inhibitors of human DNA polymerase beta. Potency, µM (titrated, usually from 114 µM), for inactives: top-dose activity change, negative = inhibition, hits mostly inhibitors. Pol beta primer extension/strand displacement, fluorescence kinetic. P06746. hit rate 1.3% among 340,000. AID 485314; note: potency is the fitted concentration of half-maximal effect; % is set by controls: 0 for no effect and ±100 for the full control effect
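Reaction started by 50 nM substrate onto compound-treated Pol beta (10 nM, 15 min preincubation, room temperature); plates read at 0 min and 10 min. Normalized concentration-effect data fitted by four-parameter Hill equation.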
Pol kappa inh: inhibitors of human DNA polymerase kappa | purified Pol kappa, fluorescent DNA synthesis assay, 10 min | hit rate 0.53% among 400,000 | Q9UBT6 | Potency, µM (highest dose often 107 µM), for inactives: at the top dose activity, negative = inhibition, most hits filed as inhibitors; note: potency is the fitted concentration of half-maximal effect; % is set by controls: 0 for no effect and ±100 for the full control effect
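10 nM Pol kappa was preincubated with compounds for 15 min at room temperature. Reaction started with 50 nM (final) substrate. Fluorescence read kinetically at 0 and 10 min.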
POLH inh: DNA polymerase eta (human) inhibition; Q9Y253; recombinant Pol eta, fluorescent DNA replication assay; Potency, µM (top dose mostly 114 µM), for the others: at the top dose activity change, negative = inhibition, hits mostly inhibitors; hit rate 1.2% among 390,000; AID 588591; note: potency is the fitted concentration of half-maximal effect; % is set by controls: 0 for no effect and ±100 for the full control effect
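Pol eta at 10 nM preincubated with compounds 15 min at room temperature; reaction started with fluorescent substrate (50 nM final) and read kinetically at 0 and 10 min.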
RXFP1 antag: RXFP1 (human) relaxin receptor antagonism; HEK293-RXFP1, relaxin-stimulated cAMP HTRF, 30 min; stronger effect = lower value; activity change, negative = inhibition, % at 57.5 µM; hit rate 0.59% among 350,000;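 active = activity change of -60% or lower, but not beyond a set lower limit; inconclusive = change between -60% and -40%, or beyond the set limit; inactive = change above -40%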; note: % is set by controls: 0 for no effect and ±100 for the full control effect
APE1 inh: APE1 (human) endonuclease inhibition | P27695 | recombinant APE1, TAMRA/BHQ-2 abasic DNA cleavage fluorescence | Potency, µM (top dose mostly 65.8 µM), inactives show at the highest dose activity change, negative = inhibition, most hits filed as inhibitors | hit rate 0.35% among 350,000;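 note: potency is the fitted concentration of half-maximal effect; plate controls were vehicle for no effect and reference inhibitor for full effect; nearly all actives have a fitted effect of over 55% in size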
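Kinetic fluorescence read (525 ex/598 em nm, three reads 60 s apart) of AP-site incision; signal = third minus first read. Enzyme 0.75 nM, dual-labelled THF duplex 50 nM, compound preincubation 15 min RT.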
BLM helicase inh: inhibitors of human Bloom syndrome helicase BLM; AID 2528; P54132; hit rate 0.2% among 350,000; Potency, µM (doses to about 56.1 µM), for the others: top-dose activity change, negative = inhibition, most hits filed as inhibitors; recombinant BLM DNA unwinding, fluorescence dequenching;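 note: potency is the fitted concentration of half-maximal effect; plate controls were vehicle for no effect and no enzyme for full effect; nearly all actives have a fitted effect of over 35% in size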
Target sequence (P54132 whole entry, looked up): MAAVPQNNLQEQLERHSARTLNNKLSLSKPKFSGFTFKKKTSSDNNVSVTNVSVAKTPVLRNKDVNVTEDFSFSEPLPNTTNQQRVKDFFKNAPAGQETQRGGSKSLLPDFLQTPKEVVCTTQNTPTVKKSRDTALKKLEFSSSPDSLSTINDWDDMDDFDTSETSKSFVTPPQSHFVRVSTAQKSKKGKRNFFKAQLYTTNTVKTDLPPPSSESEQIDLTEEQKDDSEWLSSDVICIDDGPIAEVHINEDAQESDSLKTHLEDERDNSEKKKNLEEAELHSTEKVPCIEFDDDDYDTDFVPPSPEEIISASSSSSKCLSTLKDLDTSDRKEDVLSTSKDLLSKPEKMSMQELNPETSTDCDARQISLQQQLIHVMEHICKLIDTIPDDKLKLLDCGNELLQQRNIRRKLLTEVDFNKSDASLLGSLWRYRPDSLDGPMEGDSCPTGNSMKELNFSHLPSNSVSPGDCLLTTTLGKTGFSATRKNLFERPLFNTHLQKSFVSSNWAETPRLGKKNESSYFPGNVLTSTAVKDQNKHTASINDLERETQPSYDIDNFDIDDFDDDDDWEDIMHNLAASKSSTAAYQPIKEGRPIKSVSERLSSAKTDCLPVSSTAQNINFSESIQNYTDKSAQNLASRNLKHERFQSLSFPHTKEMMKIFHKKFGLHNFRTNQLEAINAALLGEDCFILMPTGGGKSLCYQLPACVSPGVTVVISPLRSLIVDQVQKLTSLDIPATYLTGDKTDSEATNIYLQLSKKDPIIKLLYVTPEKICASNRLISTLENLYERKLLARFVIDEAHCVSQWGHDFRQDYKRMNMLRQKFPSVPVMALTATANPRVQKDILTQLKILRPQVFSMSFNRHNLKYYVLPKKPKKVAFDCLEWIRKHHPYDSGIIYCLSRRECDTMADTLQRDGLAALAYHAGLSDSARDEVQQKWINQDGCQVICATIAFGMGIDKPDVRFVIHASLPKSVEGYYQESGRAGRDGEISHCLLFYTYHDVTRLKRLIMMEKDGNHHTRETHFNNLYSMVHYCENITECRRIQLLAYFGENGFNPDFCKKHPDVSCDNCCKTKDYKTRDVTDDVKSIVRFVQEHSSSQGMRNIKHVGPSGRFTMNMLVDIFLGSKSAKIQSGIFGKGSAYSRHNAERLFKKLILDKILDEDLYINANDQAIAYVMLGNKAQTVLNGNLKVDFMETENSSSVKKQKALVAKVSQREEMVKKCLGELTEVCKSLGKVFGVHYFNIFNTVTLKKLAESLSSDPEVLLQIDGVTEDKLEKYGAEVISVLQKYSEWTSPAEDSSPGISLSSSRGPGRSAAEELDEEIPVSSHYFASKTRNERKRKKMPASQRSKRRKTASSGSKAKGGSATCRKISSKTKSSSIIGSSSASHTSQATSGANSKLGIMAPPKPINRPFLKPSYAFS
Tb PGK inh: blocks T. brucei phosphoglycerate kinase; PGK/GAPDH coupled, Kinase-Glo luminescence, 60 min; hit rate 0.043% among 380,000; AID 602233; Potency, µM (top dose mostly 57.5 µM), inactives show top-dose activity change, negative = inhibition, most hits filed as inhibitors; P07378; note: potency is the fitted concentration of half-maximal effect; % is set by controls: 0 for no effect and ±100 for the full control effect; nearly all actives have a fitted effect of over 60% in size
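Luminescent ATP detection (Kinase-Glo Plus) follows a 60-minute room-temperature incubation, with wells lacking PGK as controls. Buffer: 100 mM TEA (pH 7.6), 5 mM MgCl2, 0.01% Tween-20. Coupling enzyme GAPDH (100 nM final) supplies unstable 1,3-BPG in-well.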
POLI inh: blocks human DNA polymerase iota activity. AID 588590. Potency, µM (highest dose often 115 µM), inactives show at the highest dose activity, negative = inhibition, hits mostly inhibitors. Pol iota fluorescent replication assay, 10 min. Q9UNA4. hit rate 1% among 390,000; note: potency is the fitted concentration of half-maximal effect
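Fluorescent replication assay read twice, at 0 min and 10 min after adding 50 nM (final) substrate. Enzyme (10 nM) and compounds were first incubated 15 min at room temperature; enzyme-free buffer wells were negative controls.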
Starred values were filed as active, the others as inactive; i = inactive; ? = inconclusive; . = not tested or not shown; [ ] = dose if it differs, or a comment. Unless noted, calls come from the whole dose curve; as a rule, active = well fitted curve in the direction sought with a large enough effect; inconclusive = small, poorly fitted or top-dose-only effect, or another doubt; inactive = no such curve, though single readings can be large; an effect the other way counts as inactive or inconclusive.

(1) CCOC(=O)/C(C#N)=C/Nc1ccccc1OC
(2) O=C(Nc1ccc(Nc2ccncc2)cc1)c1ccc(Nc2ccnc3ccc([N+](=O)[O-])cc23)cc1[N+](=O)[O-]
(3) COc1ccc(-c2csc(NC(=O)C3=NN(c4ccccc4)C(=O)CC3)n2)cc1
(4) Cc1cc(NC(=O)COC(=O)C2CC(=O)N(c3ccc(Cl)cc3)C2)no1 (stereo not given)
(5) CCOC(=O)c1csc(N)n1
(6) Cc1ccc(C)c(N(C(=O)c2csnn2)C(C(=O)NC2CCCCC2)c2ccccn2)c1 (stereo not given)
(7) Cc1nc2ccc(NC(=O)CS(=O)(=O)c3ccccc3)cc2s1
(8) Cc1cc(C)n2nc(-c3ccc(F)cc3)nc2n1
assay / entry,1,2,3,4,5,6,7,8
POLH inh,-11%,?,-3%,0%,1%,-21%,-15%,-9%
POLB inh,11%,?,9%,20%,20%,27%,.,22%
POLI inh,1%,-6%,3%,3%,36%,206%[activator],18%,7%
APE1 inh,-4%,-1%,-1%,19%,8%,32%,0%,-2%
Apoferritin bind,78%[activator],-3%,-21%,-11%,-8%,-14%,.,-9%
RXFP1 antag,5,18,-9,?,16,11,-3,9
Tb PGK inh,-3%,.,i,5%,-1%,-2%,6%,-3%
BLM helicase inh,1%,-3%,-4%,0%,-6%,-5%,.,1%
Pol kappa inh,3%,-5%,-7%,-8%,-12%,-8%,-7%,-26%

Full records, looked up by structure. Values in the order: POLH inh, POLB inh, POLI inh, APE1 inh, Apoferritin bind, RXFP1 antag, Tb PGK inh, BLM helicase inh, Pol kappa inh
Entry for CCOC(=O)/C(C#N)=C/Nc1ccccc1OC → -11%, 11%, 1%, -4%, 78%[activator], 5, -3%, 1%, 3%
Entry for COc1ccc(-c2csc(NC(=O)C3=NN(c4ccccc4)C(=O)CC3)n2)cc1 → -3%, 9%, 3%, -1%, -21%, -9, i, -4%, -7%
Entry for Cc1cc(NC(=O)COC(=O)C2CC(=O)N(c3ccc(Cl)cc3)C2)no1 (stereo not given) → 0%, 20%, 3%, 19%, -11%, ?, 5%, 0%, -8%
Entry for Cc1cc(C)n2nc(-c3ccc(F)cc3)nc2n1 → -9%, 22%, 7%, -2%, -9%, 9, -3%, 1%, -26%
Entry for Cc1ccc(C)c(N(C(=O)c2csnn2)C(C(=O)NC2CCCCC2)c2ccccn2)c1 (stereo not given) → -21%, 27%, 206%[activator], 32%, -14%, 11, -2%, -5%, -8%

Later entries.
(9) O=C1CC(c2cccc([N+](=O)[O-])c2)c2c(ccc3ccccc23)N1 (stereo not given)
(10) CCN(CC)C(=O)N1CCN(C)CC1
(11) N#Cc1ccccc1CN1C(=O)c2ccccc2Sc2ccc(C(=O)OCc3ccco3)cc21
(12) COC(=O)c1sccc1S(=O)(=O)N1CCN(c2ccccc2OC)CC1
(13) CC(=O)Nc1ccc(NC(=O)C(C)Sc2n[nH]c(=O)n2Cc2ccccc2)cc1 (stereo not given)
(14) Cc1ccc(OCc2nc(-c3ccc(Cl)cc3)n[nH]2)cc1
(15) CCN(CC(=O)NCc1ccc(Cl)cc1)C(=O)c1cccc(S(=O)(=O)Nc2ccc(OC)cc2)c1
(16) N#CC1(NC(=O)CSc2nnc(Cc3ccccc3)o2)CCCCC1
assay / entry,9,10,11,12,13,14,15,16
POLH inh,-7%,-2%,-9%,-18%,1%,-9%,-8%,-12%
POLB inh,35%,6%,5%,1%,45%,-1%,.,.
POLI inh,-10%,?,-1%,4%,27%,?,20%,-1%
APE1 inh,-1%,-4%,.,.,-3%,-3%,-8%,-14%
Apoferritin bind,?,5%,-14%,?,-4%,-18%,.,.
RXFP1 antag,-7,2,.,.,0,-6,-18,10
Tb PGK inh,i,2%,-1%,-9%,i,-4%,-2%,-2%
BLM helicase inh,-3%,7%,-2%,1%,1%,-5%,.,.
Pol kappa inh,1%,-14%,-12%[60.1 µM],23%,-1%,-19%,-11%,-9%

(17) CC1CCN(CCCNC(=O)c2cc3c(Cl)nc4ccccc4c3s2)CC1
(18) Cc1[nH]n(-c2ccccc2)c(=O)c1N=Nc1nccs1
(19) Cc1cc(OCC(=O)N2CCC(C(=O)O)CC2)c2c(C)c(C)c(=O)oc2c1
(20) COc1cccc(OC)c1OCCCCCCN1CCN(C)CC1
(21) COc1ccc(NC(=O)CNS(=O)(=O)c2cccs2)cc1
(22) O=C(O)C1Nc2ccc(C(F)(F)F)cc2C2OCCC12 (stereo not given)
(23) O=C(Cn1c(CO)nc2ccccc21)NCCc1ccccc1
(24) CCN1CNC(=S)N(C(C)c2ccccc2)C1 (stereo not given)
assay / entry,17,18,19,20,21,22,23,24
POLH inh,-16%,3%,-16%,2%,-11%,-6%,-1%,-7%
POLB inh,24%,-11%,-23%,-18%,1%,.,1%,?
POLI inh,-8%,?,11%,?,31%[activator],6%,21%,1%
APE1 inh,-10%,-1%,43%,5%,-1%,.,-2%,0%
Apoferritin bind,-10%,-22%,-4%,-7%,3%,.,-6%,0%
RXFP1 antag,-3,6,.,-2,13,.,2,-6
Tb PGK inh,.,-8%,3%,.,-5%,0%,1%,-9%
BLM helicase inh,134%[activator],-3%,0%,-2%,-4%,.,1%,1%
Pol kappa inh,4%,2%,11%,-10%,-3%,5%,8%,-6%

(25) C[C@H]1C(=O)N(S(=O)(=O)c2ccc([N+](=O)[O-])cc2)[C@H]1c1ccc(F)cc1
(26) CCc1cccc(N(CC(=O)NC2CCCCC2)C(=O)c2csnn2)c1
(27) O=c1[nH]c(SCc2ccccc2)nc2c1cnn2-c1ccc(F)cc1
(28) Cc1ccc(C(=O)N2CCN(c3cccc(Cl)c3)CC2)cc1C
(29) COc1ccc(NC(=O)Cn2nnc(C(=O)Nc3ccccc3C)c2N)cc1
(30) Cc1c(Cl)cccc1NC(=O)N1CCN(Cc2cc(=O)n3nc(-c4ccccc4F)sc3n2)CC1
(31) Cc1c(NC(=O)C(C)OC(=O)c2cccc(S(=O)(=O)N(C)C)c2)c(=O)n(-c2ccccc2)n1C (stereo not given)
(32) COc1ccc(N=C2SC(CC(=O)Nc3ccccc3F)C(=O)N2Cc2ccco2)cc1 (stereo not given)
assay / entry,25,26,27,28,29,30,31,32
POLH inh,.,-12%,-6%,-7%,2%,-19%,-7%,-16%
POLB inh,.,14%,-1%,12%,24%,-1%,0%,42%
POLI inh,5%,19%,-9%,-3%,17%,20%,36%[activator],3%
APE1 inh,-3%,19%,-5%,3%,-1%,.,-5%,-8%
Apoferritin bind,-4%,-6%,-4%,0%,?,-8%,4%,2%
RXFP1 antag,.,-3,.,-6,-9,.,7,-3
Tb PGK inh,.,-1%,0%,2%,-7%,4%,7%,-2%
BLM helicase inh,0%,-2%,0%,-9%,-5%,-2%,-11%,-7%
Pol kappa inh,14%,-7%,1%,-8%,-9%,-7%[60.1 µM],-3%,-12%

(33) COC(=O)CS(=O)(=O)c1ccsc1C(=O)Nc1ccc(F)c(F)c1
(34) O=C1C2=C(SCCS2)C(=O)N1CCCO
(35) CCCOc1c(OC)cccc1C1CC(=O)Nc2cc3c(cc21)OCO3 (stereo not given)
(36) CCOC(=O)C1CCN(C(=O)c2cccc(S(=O)(=O)N(C)C3CCCCC3)c2)CC1
(37) COCCNc1nc(NCc2ccccc2OC)c2cnn(C)c2n1
(38) O=C(Nc1ccccc1)c1nc[nH]c1C(=O)O
(39) COc1ccc(-c2nc3c(c4nnc(SC(C)C(=O)Nc5ccc(C)cc5)n24)COC(C)(C)C3)cc1 (stereo not given)
(40) O=C(NCCO)c1ccc2c3n(nc2c1)-c1ccccc1CO3
assay / entry,33,34,35,36,37,38,39,40
POLH inh,-11%,-16%,-19%,-17%,.,-15%,-21%,-6%
POLB inh,1%,9%,1%,.,7%,-1%,23%,7%
POLI inh,70%[activator],?,-3%,9%,-8%,24%,134%[activator],16%
APE1 inh,-3%,-1%,6%,34%,.,.,3%,-6%
Apoferritin bind,-10%,-2%,7%,.,-11%,-3%,3%,38%[activator]
RXFP1 antag,-6,-3,-14,-17,-3,9,-13,.
Tb PGK inh,-3%,-2%,-2%,i,.,6%,-5%,-8%
BLM helicase inh,-6%,-5%,-7%,.,-2%,-4%,0%,-3%
Pol kappa inh,3%,0%,-19%,0%,1%[60.1 µM],1%,-3%,-8%

(41) COc1ccc(NC(=O)COC(=O)CC23CC4CC(CC(C4)C2)C3)c([N+](=O)[O-])c1
(42) Cc1ccc(C(=O)c2ccccc2C(=O)OCC(=O)N2CC(C)CC(C)C2)cc1 (stereo not given)
(43) CC1CN(C(=O)COc2ccc3ccccc3c2)CC(C)O1 (stereo not given)
(44) O=C(CSc1n[nH]c(=O)[nH]c1=O)N/N=C/C=C/c1ccccc1
(45) N#CC1=C(N)NC(SCC(=O)Nc2ccccc2)=C(C#N)C12CCCCC2
assay / entry,41,42,43,44,45
POLH inh,-27%,-24%,-14%,1%,-11%
POLB inh,25%,.,.,?,11%
POLI inh,12%,24%,60%[activator],-13%,?
APE1 inh,-1%,-5%,21%,-4%,0%
Apoferritin bind,-20%,.,.,2%,-16%
RXFP1 antag,-3,0,0,4,-7
Tb PGK inh,1%,-8%,1%,i,i
BLM helicase inh,-10%,.,.,1%,-5%
Pol kappa inh,-5%,-1%,-5%,1%,-3%

Screening data: PubChem BioAssay, National Center for Advancing Translational Sciences (NCATS)

This is a subset; rates above refer to the full screens.
